KCNH2 3.1 block – qHTS for Inhibitors of KCHN2 3.1: Mutant qHTS | Potassium voltage-gated channel subfamily H member 2, brain isoform KCNH2 3.1 (human) | U2OS KCNH2 3.1, thallium flux FluxOr; stronger effect = lower value | activity change, % (tested at about 1.8 µM) | hit rate 0.95% among 340,000 | AID 720553, 2013;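 active = maximum activity change below -70%; inconclusive = maximum activity change from -70% to -50%; inactive = maximum activity change above -50%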;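 note: thallium influx rate constant from kinetic fluorescence after stimulation buffer; % is set by controls: 0 for no effect and ±100 for the full control effect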
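We transduce U2OS cells with the mutant 3.1 virus, culture them overnight, load FluxOr with Red40 quencher for 45 min, then add stimulation buffer and read kinetically for 2 min to derive a normalized rate constant.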
TRPV1 ag – HTS Assay for Compounds that Act as Agonists of the Vanilloid Receptor 1; Transient receptor potential cation channel subfamily V member 1 (Homo sapiens), Q8NER1; TRPV1-expressing cells, Fluo-8 calcium influx, agonist mode; activation, % at 8.33 µM; hit rate 0.19% among 320,000; AID 540275, 2011; in the data active = activation above about 80%; inconclusive = between about 30% and that limit; note: 0% is about no effect
Target sequence (Q8NER1 whole entry, looked up): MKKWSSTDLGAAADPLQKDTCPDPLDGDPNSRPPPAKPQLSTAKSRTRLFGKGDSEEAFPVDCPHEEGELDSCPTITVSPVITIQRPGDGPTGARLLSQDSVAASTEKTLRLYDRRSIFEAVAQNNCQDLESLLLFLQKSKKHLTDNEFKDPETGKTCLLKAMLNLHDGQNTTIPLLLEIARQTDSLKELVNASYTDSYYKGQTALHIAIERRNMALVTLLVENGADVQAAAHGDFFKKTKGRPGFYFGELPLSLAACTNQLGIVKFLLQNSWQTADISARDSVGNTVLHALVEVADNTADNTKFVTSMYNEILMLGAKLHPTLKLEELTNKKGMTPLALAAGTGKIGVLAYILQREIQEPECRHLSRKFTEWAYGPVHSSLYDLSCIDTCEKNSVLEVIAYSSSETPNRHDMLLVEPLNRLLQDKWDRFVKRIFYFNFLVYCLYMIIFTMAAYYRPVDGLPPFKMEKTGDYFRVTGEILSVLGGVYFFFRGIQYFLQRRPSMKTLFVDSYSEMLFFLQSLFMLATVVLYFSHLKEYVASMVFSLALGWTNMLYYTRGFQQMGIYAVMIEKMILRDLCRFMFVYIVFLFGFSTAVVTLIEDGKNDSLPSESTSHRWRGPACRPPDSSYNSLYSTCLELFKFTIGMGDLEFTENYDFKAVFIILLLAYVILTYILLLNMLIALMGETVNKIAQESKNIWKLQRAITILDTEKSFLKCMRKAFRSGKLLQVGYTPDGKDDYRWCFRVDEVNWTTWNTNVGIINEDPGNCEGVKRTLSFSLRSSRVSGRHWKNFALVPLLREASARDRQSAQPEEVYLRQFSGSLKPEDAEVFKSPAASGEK
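TRPV1-expressing cells were cultured overnight at 35.5C and loaded with Fluo-8 calcium dye for 40 to 90 min at room temperature. After a 10 s baseline, compound was added and calcium influx was read kinetically for 3 min (ex 480/em 520 nm).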
Giardia killer – Small Molecules that selectively kill Giardia lamblia: qHTS; Giardia lamblia trophozoite viability; activity change, % at 7.66 µM, hits read low; hit rate 0.15% among 340,000; in the data active = activity change below about -80%; inconclusive = between about -30% and that limit;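 note: parasites exposed to compound for two days anaerobically before the ATP read; % is set by controls: 0 for no effect and ±100 for the full control effect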
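Luminescent ATP signal served as the viability read-out, measured 15-30 min after adding ATP detection reagent to trophozoites that had been incubated with compounds for 48 hrs at 37 deg C anaerobically at 100 cells/well.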
B2AR arrestin – qHTS assay of beta-arrestin-biased ligands of beta2-adrenergic receptor; hit rate 0.02% among 330,000; Potency, µM (series often up to 46.1 µM), inactives show top-dose activation, actives largely listed as activators; AID 492947, 2010; beta-arrestin recruitment to beta2AR, cell-based reporter; Beta-2 adrenergic receptor (Homo sapiens), P07550;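 note: potency is the fitted concentration of half-maximal effect; 0% = DMSO controls and full agonism = EC100 isoproterenol or metaproterenol; nearly all actives have a fitted effect of over 65% in size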
Coupling enz – qHTS Assay for Inhibitors of Fructose-1,6-bisphosphate Aldolase from Giardia Lamblia: Coupling assay counterscreen. coupling enzyme system counterscreen, AmpLite Red fluorescence. activity change, negative = inhibition, % at 58.2 µM, hits read low. hit rate 0.67% among 290,000; in the data active = activity change below about -30%; note: % is set by controls: 0 for no effect and ±100 for the full control effect
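Counterscreen of the coupled detection system alone, without aldolase: glyceraldehyde-3-phosphate coupling enzymes plus AmpLite Red readout. Compounds at 57.5 uM final, 10 min RT preincubation, 20 min RT reaction, fluorescence 525/598 nm.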
hERG WT inh – qHTS for Inhibitors of KCHN2 3.1: Wildtype qHTS | Voltage-gated inwardly rectifying potassium channel KCNH2 (Homo sapiens), Q12809 | U2OS, BacMam KCNH2, thallium flux FluxOr; stronger effect = lower value | activity change, % at 1.84 µM | hit rate 0.37% among 340,000 | AID 720551, 2013;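 active = maximum activity change below -70%; inconclusive = maximum activity change between -70% and -50%; inactive = maximum activity change above -50%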; note: % is set by controls: 0 for no effect and ±100 for the full control effect
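U2OS cells were transduced with wild-type KCNH2 virus (2.03 x 10^8 / mL) for 4 h at room temperature, then cultured overnight at 37 C. Thallium flux was read with FluxOr dye. Rate constants were normalized to DMSO controls.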
USP2a block – qHTS Assay for Inhibitors of Ubiquitin-specific Protease USP2a Using CHOP2 as the Reporter | AID 463254, 2010 | Potency, µM (series often up to 38.3 µM), for the others: at the highest dose activity change, negative = inhibition, most hits filed as inhibitors | hit rate 0.01% among 330,000 | USP2 core, Ub-CHOP2 coupled fluorogenic reporter, 485/531;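 note: potency is the fitted concentration of half-maximal effect; plate controls were DMSO wells for no effect and full inhibition by NEM control for full effect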
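Cell-free coupled assay: 10nM USP2 core preincubated 30min RT with compound in Tris-HCl pH 8.0/CaCl2/CHAPS buffer, then 25nM Ub-CHOP2 and 25nM reporter substrate; fluorescence (Ex 485/Em 531) read after 60min RT, normalized to NEM inhibition, concentration-response curves fitted.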
Menin-MLL TR inh – qHTS Assay for Inhibitors Targeting the Menin-MLL Interaction in MLL Related Leukemias: Competition With Texas Red Labeled MLL-derived Mutant Peptide; hit rate 0.23% among 270,000; AID 1768, 2009; Menin + Texas Red MLL mutant peptide, fluorescence polarization; Potency, µM (top dose mostly 61.6 µM), for inactives: at the highest dose FP activity change, negative = inhibition, usual class: inhibitors; active = well fitted inhibition curve with a large enough effect in the polarisation, with a control signal flat, not every such curve was filed as active; inconclusive = small, poorly fitted or top-dose-only effect, or effect the other way, or a change in a side signal; inactive = no such curve, though single readings can be large or run the other way; the % refers to the polarisation; note: potency is the fitted concentration of half-maximal effect; % of control where 0% means no effect; many of its hits are not listed in these tables
MLL CXXC-DNA inh – qHTS Fluorescence Polarization Assay for Inhibitors of MLL CXXC domain - DNA interaction. MLL-CXXC / FITC-HOXA9 DNA fluorescence polarization. hit rate 0.037% among 290,000. Histone-lysine N-methyltransferase 2A (Homo sapiens), Q03164. Potency, µM (doses to about 115 µM), for the others: at the top dose activity change, negative = inhibition, usual class: inhibitors. AID 2662, 2010; active = well fitted inhibition curve with a large enough effect in the polarisation, with a control signal flat, not every such curve was filed as active; inconclusive = small, poorly fitted or top-dose-only effect, or effect the other way, or a change in a side signal; inactive = no such curve, though single readings can be large or run the other way; the % refers to the polarisation; note: potency is the fitted concentration of half-maximal effect
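Fluorescence polarization: 7 uM MLL-CXXC (stock) preincubated 5 min with compounds, then 50 nM fluorescein-HOX-A9 DNA (stock) added; 30 min ambient. Buffer 50 mM Tris-HCl pH 7.5, 50 mM NaCl, 1 mM DTT, 0.05% BSA.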
PKM2 activator – qHTS Assay for Activators of Human Muscle isoform 2 Pyruvate Kinase | purified PKM2, Kinase-Glo ATP luminescence, activation; response scale: 0% is enzyme alone, no compound | Potency, µM (highest dose often 57.5 µM), for inactives: at the top dose activation, hits mostly activators | hit rate 0.34% among 260,000 | AID 1631, 2009; note: potency is the fitted concentration of half-maximal effect; % is set by controls: 0 for no effect and ±100 for the full control effect; nearly all actives have a fitted effect of over 55% in size
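Kinase-Glo luminescence reports ATP generated from ADP (0.1 mM) and PEP (0.5 mM) by purified hPK-M2 after 1 h at room temperature, pH 7.2 imidazole buffer; intermediate enzyme activity allows detecting inhibitors and activators.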
GALK inh – qHTS Assay for Inhibitors of Human Galactokinase (GALK) | Purified GALK, Kinase-Glo residual ATP luminescence | hit rate 0.007% among 270,000 | P51570 | Potency, µM (titrated, usually from 57.5 µM), without a hit: at the top dose activity change, negative = inhibition, most hits filed as inhibitors; note: potency is the fitted concentration of half-maximal effect; % is set by controls: 0 for no effect and ±100 for the full control effect
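Luminescence from leftover ATP (Ultra-Glo luciferase/luciferin) served as read-out after a 1 h room-temperature reaction of 5 nM GALK with 35 uM ATP and 100 uM galactose.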
* = called active by the depositor; ? = inconclusive; . = not tested or not shown; [ ] = remark or other dose. Unless noted, calls come from the whole dose curve; as a rule, active = well fitted curve in the direction sought with a large enough effect; inconclusive = small, poorly fitted or top-dose-only effect, or another doubt; inactive = no such curve, though single readings can be large; an effect the other way counts as inactive or inconclusive. These rows are one share of the data, so the mix of outcomes need not match the whole.

Every second line gives: KCNH2 3.1 block, TRPV1 ag, Giardia killer, B2AR arrestin, Coupling enz, hERG WT inh, USP2a block, Menin-MLL TR inh, MLL CXXC-DNA inh, PKM2 activator, GALK inh
1. N#Cc1c(/N=C/c2ccco2)sc2c1CCCCC2
 : 0, 4, 3, 0.0%, -1, -1, 1%, -5%, -4%, -20%, 19%
2. CCS(=O)(=O)c1ccc2c(c1)N(S(=O)(=O)c1ccc(OC)cc1)CC(C(=O)O)O2 (stereo unspecified)
 : 17, 2, -2, -1.9%, 10, 1, 3%, -28%, -4%, 2%, -3%
3. COC(=O)Cn1c(=O)cnc2ccccc21
 : -3, -1, -7, 0.0%, 2, 4, 1%, 1%, -6%, -1%, 1%
4. CCOc1ccccc1NC(=O)/C(C#N)=C/c1c(C)nn(-c2ccccc2)c1Cl
 : 0, 5, 2, 0.0%, -2, -4, 0%, -6%, -7%, 3%, 2%
5. COCCCNC(=O)c1c(N)n(-c2ccc(S(N)(=O)=O)cc2)c2nc3ccccc3nc12
 : 3, -1, -11, 0.4%, -4, -27, 1%, 12%, -14%, -2%, 0%
6. CCOc1ccc(NC(=O)CSc2nc3c(c(=O)n2C)SC(C)C3)cc1 (stereo unspecified)
 : 1, -1, -7, 1.0%, 3, 14, 1%, 0%, 2%, 1%, 0%
7. Cc1ocnc1C(=O)Nc1ccc(Cl)cc1
 : 2, -6, -6, 0.5%, -14, 7, 0%, 18%, 3%, 4%, -1%
8. O=C(CNC(=O)c1ccc(Cl)cc1Cl)OCc1cn2cc(Br)ccc2n1
 : 14, ., -9, -0.9%, ., 2, 1%, ., ., ., .
9. CCc1ccc(C2C(C#N)=C(N)Oc3cc(N)ccc32)cc1 (stereo unspecified)
 : 3, -1, 5, -0.4%, 1, 0, -4%, 26%, 4%, 0%[11.5 µM], -1%
10. Cc1nnc(SCC(=O)NCc2ccc(Cl)cc2)[nH]c1=O
 : -1, -3, 12, -0.6%, 0, 13, 1%, -4%, -1%, -1%, 3%
11. OC(COc1ccc(Br)cc1)CN1CCN(c2ccccc2)CC1 (stereo unspecified)
 : -39, 0, -8, 0.6%, -1, 8, 9%, -16%, 8%, 1%, 0%
12. CC12C(=O)N(CCC(=O)O)C(=O)C1C1C=CC2C1 (stereo unspecified)
 : -6, -3, 4, 0.2%, 3, -2, 2%, -6%, 1%, -4%, 1%
13. CC(C)(C)OC(=O)N1CCC[C@H]1c1nnc(SCc2c(Cl)cccc2Cl)o1
 : 4, 22, 7, 0.2%, -1, 2, -1%, -15%, 15%, 0%, 2%
14. O=C(CSc1nnnn1-c1cccnc1)Nc1ccc(F)cc1F
 : 4, 1, -25, 0.5%, ., 4, 3%, ., 0%, -16%, 7%
15. Cc1ccc(S(=O)(=O)n2nc(-n3c(C)ccc3C)c3c(F)cccc32)c2ccccc12
 : -17, 2, 0, -0.9%, 1, 1, -2%, ., 9%, -3%, .
16. CCCN1CCC(NC(=S)Nc2cccc(Cl)c2Cl)CC1
 : -6, -1, 13, 0.1%, -1, 30, 4%, -7%, 8%, -38%, 1%
17. C/C(=N\Nc1nc(-c2cc(C)ccc2C)cs1)c1cc2ccccc2oc1=O
 : 3, 0, -6, -0.1%, -3, 1, 0%, ?, ?, -1%, 1%
18. Cc1nc2nc(SCC(=O)NCCCN3CCCC3)nn2c(C)c1Cc1ccccc1Cl
 : 2, -1, -2, -0.6%, 1, 22, -8%, ?, 11%, ., -3%
19. CCc1nn(C(C)C(=O)NCc2cccc(OC)c2)c(=O)c2cc3occc3n12 (stereo unspecified)
 : 23, 1, -26, -0.9%, 0, -1, 1%, -13%, 19%, ., -10%
20. O=C(Cn1cnc(S(=O)(=O)N2CCCCC2)c1)Nc1ccc(OC(F)(F)F)cc1
 : -3, 1, 16, -0.7%, ., -6, 1%, ., 12%, ., 0%
21. Cc1ccc(NC(=O)c2nc[nH]c2C(=O)N(C)Cc2ccccc2)cc1
 : 7, 10, 9, -1.0%, ., 0, 1%, ., ., ., .
22. O=C1c2ccccc2S(=O)(=O)N1CC1CC(c2ccccc2Cl)=NO1 (stereo unspecified)
 : -16, 8, 1, -0.6%, 1, -10, 0%, -1%, 11%, 3%, .
23. CS(=O)(=O)NN1C(=O)c2ccccc2NC1c1cccc(O)c1 (stereo unspecified)
 : 0, -1, 12, -0.1%, 0, -2, 0%, 3%, 2%, -1%, 4%
24. O=C1NCCC/C1=N/Nc1cc(F)ccc1F
 : 12, 11, ?, -0.2%, 1, 1, -1%, ., 0%, -1%, -1%
25. O=C1CC(c2ccsc2)c2ccc3ccccc3c2N1 (stereo unspecified)
 : -3, 7, -2, -1.1%, -5, 1, -1%, 1%, -13%, -4%, 2%
26. O=C(C[C@@H]1C/C=C\C[C@@H](NC(=O)OCC2c3ccccc3-c3ccccc32)C(=O)OC[C@@H](Cc2ccccc2)NC1=O)NCCO
 : 21, ., 32[activator], -0.2%, ., -2, 0%, ., ., ., .
27. NS(=O)(=O)c1ccc(CNC(=O)/C=C/c2cccc([N+](=O)[O-])c2)cc1
 : 4, -2, -2, -0.4%, 1, 15, -1%, ., 0%, -5%, 7%
28. Cc1ccc(-c2csc3ncnc(N4CCN(Cc5ccccc5)CC4)c23)cc1
 : -1, 5, -1, -0.9%, -1, 10, 0%, ?, -10%, -9%[11.5 µM], 11%
29. COc1ccccc1C(=O)NNC(=O)CN1C(=O)c2ccccc2C1=O
 : 5, 3, -4, -1.0%, 2, -3, 0%, 6%, ?, -6%, -2%
30. S=C(Nc1ccc(Br)cc1Cl)Nn1cnnc1
 : 19, 0, 8, -0.2%, 6, -1, 0%, 1%, 6%, -17%, 4%
31. COc1ccc(Cn2cnc([N+](=O)[O-])c2)cc1[N+](=O)[O-]
 : 1, 5, ?, 0.1%, 0, -2, 0%, ., -9%, ?, 6%
32. Cc1cc(C)n(-c2nc3ccccc3nc2N2CCN(S(=O)(=O)c3ccc4ccccc4c3)CC2)n1
 : -23, 1, 2, 0.6%, 1, -8, 6%, -2%, 6%, 2%, 3%
33. CCOC(=O)CSc1cccc2cccnc12
 : -7, 2, -3, ?, 0, 5, -1%, -4%, -25%, 1%, -1%
34. COc1n[nH]c(C(=O)Nc2nc3ccccc3s2)c1[N+](=O)[O-]
 : 11, 0, -22, -0.1%, 4, -2, 3%, ?, ?, -17%, 4%
35. Cc1ccc(/C=C/C(=O)OCn2nnc3ccccc3c2=O)o1
 : -20, 3, -4, -0.7%, -1, 3, 0%, ., -15%, 1%, 7%
36. COc1ccc(-n2c(=O)[nH]cc(C(=O)Nc3ccccc3)c2=O)cc1
 : -2, 1, -4, -0.2%, -3, -3, -1%, 5%, -5%, -4%, -3%
37. CCN(CC)Cc1oc(-c2ccccc2)cc1C(=O)O
 : 2, 4, 2, -0.6%, 1, -10, 0%, 0%, 1%, -25%, 4%
38. C[C@@H](NC(=O)[C@@H]1Cc2ccccc2CN1C(=O)OC(C)(C)C)C(=O)NC1CCCC1
 : -3, -3, -8, 0.0%, 0, 10, 1%, -5%, -20%, -2%[0.46 µM], 7%
39. Cc1cc(=O)[nH]c(SC/C=C/c2ccccc2)n1
 : -4, 10, -5, -0.3%, 0, 5, 3%, -4%, 0%, 0%, -1%
40. Cn1c2ccccc2c2nnc(SCC(N)=O)nc21
 : -3, -1, -6, -0.8%, 1, -3, 3%, -23%, 7%, ., -2%

Screening results as filed in PubChem.
